GLD-1 TGE inh = GLD-1-TGE RNA interaction inhibition (C. elegans); Q17339; purified GLD-1 + fluorescein TGE RNA, fluorescence polarization; inhibition, % at 5.96 µM; hit rate 0.44% among 320,000; AID 2280;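 active means percent inhibition above a per-plate cutoff, the plate mean of test compounds plus 3 SD, cut at about 30% in these data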;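 further: 0% = DMSO wells with GLD-1 and probe and 100% = wells lacking GLD-1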
Fam108B counter = blocks mouse Fam108B hydrolase in RBBP9 counter-screen. recombinant Fam108B, FP-Rh probe fluorescence polarization. inhibition, % at 9.51 µM. hit rate 0.33% among 300,000;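 active means inhibition above the screen mean inhibition plus 3 SD, computed separately per campaign, cut at about 18% in these data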;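 further: inhibitors lower polarization as less probe binds the enzyme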
BCLXL inh = inhibitors of human Bcl-xL; GST-Bcl-xL / FITC-Bim BH3 peptide fluorescence polarization; inhibition, % at 10.9 µM; hit rate 0.7% among 320,000; AID 2129;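 active means inhibition above the mean of all tested compounds plus 3 SD, cutoff set per campaign, cut at about 30% in these data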;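 further: 0% = DMSO wells and 100% = unlabeled Bim-BH3 peptide competitor; inhibitors lower millipolarization by displacing the labeled peptide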
PAFAH1B2 FP inh = PAFAH1B2 (human) inhibition; P68402; recombinant PAFAH1B2, FP-rhodamine activity probe, fluorescence polarization; inhibition, % at 3.39 µM; hit rate 1.2% among 340,000;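 active means inhibition above the mean of all tested compounds plus 3 SD, cut at about 24% in these data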;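 further: 0% = enzyme with DMSO and 100% = wells lacking PAFAH1B2; many of its hits are not listed in these tables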
PME-1 inh = blocks human protein phosphatase methylesterase 1; inhibition, % at 5.9 µM; recombinant PME-1, FP-Rh probe fluorescence polarization; Q9Y570; hit rate 0.53% among 320,000;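 active means inhibition above the campaign mean of all compounds plus 3 SD, cut at about 26% in these data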;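 further: competitive labeling of PME-1 active site by serine hydrolase directed probe; 0% = PME-1 with DMSO and 100% = wells lacking PME-1 enzyme; inhibitors block probe labeling so polarization falls and inhibition rises; many of its hits are not listed in these tables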
pPAFAH FP inh = pPAFAH (human) enzyme inhibition; hit rate 1.5% among 330,000; Q13093; AID 463082; inhibition, % at 3.39 µM; recombinant pPAFAH, FP-rhodamine probe fluorescence polarization;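 active means inhibition above the mean inhibition across the screen plus 3 SD, cut at about 25% in these data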;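 further: inhibitors block binding of the rhodamine activity-based probe so polarization drops; 0% = enzyme with DMSO and 100% = wells lacking pPAFAH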
Target sequence (Q13093 whole entry, looked up): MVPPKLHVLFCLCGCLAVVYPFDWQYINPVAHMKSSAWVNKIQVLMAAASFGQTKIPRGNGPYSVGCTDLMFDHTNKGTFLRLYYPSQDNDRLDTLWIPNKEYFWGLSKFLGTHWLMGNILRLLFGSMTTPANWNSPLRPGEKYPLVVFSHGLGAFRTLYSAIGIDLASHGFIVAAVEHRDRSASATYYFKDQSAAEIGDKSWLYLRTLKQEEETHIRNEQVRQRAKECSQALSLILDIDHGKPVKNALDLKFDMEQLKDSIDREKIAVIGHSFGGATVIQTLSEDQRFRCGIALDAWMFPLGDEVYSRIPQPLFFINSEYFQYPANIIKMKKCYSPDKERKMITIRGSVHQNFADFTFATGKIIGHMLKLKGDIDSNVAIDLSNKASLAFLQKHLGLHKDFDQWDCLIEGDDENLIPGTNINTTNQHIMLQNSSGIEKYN
MCL1 BIM primary = inhibitors of human MCL1 binding to BIM-BH3 peptide. Q07820. GST-MCL1 / FITC-Bim-BH3 fluorescence polarization. inhibition, % at 10.9 µM. hit rate 0.68% among 320,000. AID 2057;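 active means inhibition above the mean inhibition of all tested compounds plus 3 SD, set per campaign, cut at about 40% in these data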;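 further: 0% = DMSO wells and 100% = unlabeled Bim-BH3 peptide control; higher means more loss of mP so more displacement of Bim peptide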
Target sequence (Q07820 whole entry, looked up): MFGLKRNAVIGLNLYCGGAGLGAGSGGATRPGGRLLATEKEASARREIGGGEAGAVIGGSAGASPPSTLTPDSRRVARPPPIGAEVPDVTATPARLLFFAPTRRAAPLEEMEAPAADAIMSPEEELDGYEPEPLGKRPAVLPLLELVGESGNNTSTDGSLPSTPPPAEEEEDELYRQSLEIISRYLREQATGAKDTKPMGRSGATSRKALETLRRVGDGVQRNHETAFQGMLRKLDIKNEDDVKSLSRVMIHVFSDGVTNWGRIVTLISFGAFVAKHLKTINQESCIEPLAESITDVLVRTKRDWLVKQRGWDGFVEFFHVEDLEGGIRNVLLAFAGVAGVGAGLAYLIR
MEX-5 binding = C. elegans MEX-5 TCR-2 RNA binding activity; Q9XUB2; MEX-5/FITC-TCR2 RNA binding, fluorescence polarization; hits give low values; activity score (negative = inhibition of binding), % at 10 µM; hit rate 0.38% among 300,000; AID 1832;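 active means inhibition past about -25% in most replicates, and total fluorescence under double the plate's negative control median, limit read from the data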;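 further: 0% = DMSO and -100% = 5 µM competing unlabeled TCR2 RNA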
AHR act = activates the human aryl hydrocarbon receptor. P35869. AHR-responsive luciferase reporter cells, luminescence. activation, % at 5 µM. hit rate 2.5% among 320,000. AID 2796; in the data active means activation above about 47%;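 further: 0% = vehicle wells and 100% = reference agonist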
The depositor's hits bear a star; · = not tested or not shown.

mol	pPAFAH FP inh	BCLXL inh	MEX-5 binding	PAFAH1B2 FP inh	PME-1 inh	AHR act	Fam108B counter	MCL1 BIM primary	GLD-1 TGE inh
COC(=O)c1cccc(NC(=O)c2ccc3c(c2)C(=O)N(Cc2cccnc2)C3=O)c1	-2	3	5.5	3	7	5	1	11	4
COc1ccc(C2(c3ccc(OC)cc3)NC(=O)N(CC(=O)N(C)C3CCC(C)CC3)C2=O)cc1 (stereo unspecified)	9	-3	·	8	3	0	·	-6	0
Cc1ccc(CN2CCSc3ccc(C(=O)N4CCOCC4)cc32)cc1	6	5	0.7	3	13	-1	1	3	-1
CCCc1cc(=O)[nH]c(/N=C(\N)Nc2ccccc2)n1	0	8	0.0	3	-3	23	7	3	10
Cc1cccc(C)c1NC(=S)NNc1ncc(C(F)(F)F)cc1Cl	0	-4	-0.9	7	-1	4	1	2	-3
Cc1cc(C)c(S(=O)(=O)N2CCCCCC2)cc1Br	4	7	-1.2	2	-2	3	-1	1	4
O=C(Nc1nnc(-c2ccc(Cl)s2)o1)C1CCCCC1	-1	7	1.8	2	0	1	2	5	-3
O=C(CSc1nnc(CNC(=O)c2ccco2)o1)c1ccc(Cl)cc1	7	-2	-0.2	4	4	4	3	1	-4

Looked up above.
For AHR act, Cc1cccc(C)c1NC(=S)NNc1ncc(C(F)(F)F)cc1Cl is entered as 4
For PAFAH1B2 FP inh, COc1ccc(C2(c3ccc(OC)cc3)NC(=O)N(CC(=O)N(C)C3CCC(C)CC3)C2=O)cc1 (stereo unspecified) is entered as 8
For pPAFAH FP inh, COC(=O)c1cccc(NC(=O)c2ccc3c(c2)C(=O)N(Cc2cccnc2)C3=O)c1 is entered as -2
For MEX-5 binding, Cc1cc(C)c(S(=O)(=O)N2CCCCCC2)cc1Br is entered as -1.2

Next part.
mol	pPAFAH FP inh	BCLXL inh	MEX-5 binding	PAFAH1B2 FP inh	PME-1 inh	AHR act	Fam108B counter	MCL1 BIM primary	GLD-1 TGE inh
COc1ccc(CNC(=O)CCc2c(C)nc3ncnn3c2C)cc1	-2	2	0.5	-1	0	0	1	8	2
CN1CCN(C(=O)c2cnn(-c3ccccc3)c2NC(=O)c2ccccc2F)CC1	4	8	-4.6	2	2	-2	-1	1	2
CCc1noc(C)c1C(=O)Nc1ncc(C)s1	-8	4	-1.5	-1	-1	17	0	6	0
O=[N+]([O-])c1ccc(S(=O)(=O)CC(CN2CCOCC2)N2CCOCC2)cc1 (stereo unspecified)	1	0	-3.6	-2	-5	1	1	-6	4
C/C(=C/C(=O)Nc1cccc(F)c1)N1CCCC1	2	6	1.7	2	3	1	1	4	-7
COc1ccccc1N1CCN(S(=O)(=O)c2cnc[nH]2)CC1	1	-2	-0.1	5	2	2	2	2	-1
C[C@H](CO)N1C[C@H](C)[C@@H](CN(C)S(=O)(=O)c2cccs2)Oc2ccc(NC(=O)Nc3ccc4c(c3)OCO4)cc2C1=O	18	·	·	15	·	0	·	·	1
Cc1cc(NC(=O)C(C)SCC(=O)Nc2nnc(CC(C)C)s2)no1 (stereo unspecified)	3	-3	-2.6	7	-2	0	2	-2	-7

Sorted by length of the SMILES (high to low): four of the compounds above
mol	pPAFAH FP inh	BCLXL inh	MEX-5 binding	PAFAH1B2 FP inh	PME-1 inh	AHR act	Fam108B counter	MCL1 BIM primary	GLD-1 TGE inh
C[C@H](CO)N1C[C@H](C)[C@@H](CN(C)S(=O)(=O)c2cccs2)Oc2ccc(NC(=O)Nc3ccc4c(c3)OCO4)cc2C1=O	18	·	·	15	·	0	·	·	1
CN1CCN(C(=O)c2cnn(-c3ccccc3)c2NC(=O)c2ccccc2F)CC1	4	8	-4.6	2	2	-2	-1	1	2
Cc1cc(NC(=O)C(C)SCC(=O)Nc2nnc(CC(C)C)s2)no1 (stereo unspecified)	3	-3	-2.6	7	-2	0	2	-2	-7
COc1ccc(CNC(=O)CCc2c(C)nc3ncnn3c2C)cc1	-2	2	0.5	-1	0	0	1	8	2

4 of the compounds above, with two lines to a compound:
Values in the order – pPAFAH FP inh, BCLXL inh, MEX-5 binding, PAFAH1B2 FP inh, PME-1 inh, AHR act, Fam108B counter, MCL1 BIM primary, GLD-1 TGE inh
- C/C(=C/C(=O)Nc1cccc(F)c1)N1CCCC1
  2, 6, 1.7, 2, 3, 1, 1, 4, -7
- COc1ccccc1N1CCN(S(=O)(=O)c2cnc[nH]2)CC1
  1, -2, -0.1, 5, 2, 2, 2, 2, -1
- C[C@H](CO)N1C[C@H](C)[C@@H](CN(C)S(=O)(=O)c2cccs2)Oc2ccc(NC(=O)Nc3ccc4c(c3)OCO4)cc2C1=O
  18, ·, ·, 15, ·, 0, ·, ·, 1
- Cc1cc(NC(=O)C(C)SCC(=O)Nc2nnc(CC(C)C)s2)no1 (stereo unspecified)
  3, -3, -2.6, 7, -2, 0, 2, -2, -7

Other structures
mol	pPAFAH FP inh	BCLXL inh	MEX-5 binding	PAFAH1B2 FP inh	PME-1 inh	AHR act	Fam108B counter	MCL1 BIM primary	GLD-1 TGE inh
O=C(/C=C/c1ccccc1)Nc1cccnc1Oc1ccccc1F	4	6	-1.4	-1	-6	4	-2	4	1
Nc1nnc(SCC(=O)c2ccco2)s1	6	6	-1.1	4	-6	4	1	10	11
COc1ccc(-c2[nH]c(-c3ccc(SC)cc3)nc2SCC(=O)Nc2nccs2)cc1	7	11	-0.7	27*	70*	52*	36*	16	7
Cc1cc(-n2nc(C)cc2C)n2nc(C)c(-c3ccc(Cl)cc3)c2n1	1	2	0.9	-2	1	4	-2	0	3
COc1ccc(OCCC(=O)N2CCCCC2)cc1	7	8	0.3	3	-8	3	-2	2	3
COc1ccc(-c2cc(C(F)(F)F)n3ncc(C(=O)O)c3n2)cc1OC	0	4	0.1	1	-6	0	0	4	3
CCOc1ccc(C2=CSC3=NCCN23)cc1Cl	-1	1	0.0	3	-5	5	-1	-3	-4
Cc1ccc2c(c1)CN1CN2Cc2cc(C)ccc21	-3	2	-0.5	8	2	3	-4	10	-2
O=C(NC1CCN(Cc2ccccc2)CC1)c1c(Cl)cccc1Cl	2	7	0.9	3	-1	2	-4	8	3
OCCNc1nc(-c2ccccc2)c2cc(Cl)ccc2n1	6	4	1.1	2	-3	0	-1	0	3
CCOc1ccc(CNC(=O)c2ccc(Sc3ccc(Cl)cc3)c(NC(C)=O)c2)cc1OC	-5	10	1.0	-5	-3	5	-2	3	7
COc1ccccc1OCCNC(=O)C1CC(=O)N(c2ccc3c(c2)OCCO3)C1 (stereo unspecified)	3	0	0.3	5	3	8	0	-3	-2
COC(=O)c1cc(NC(=O)c2nn(C)c(=O)c3ccccc23)cc(C(=O)OC)c1	2	-4	-0.4	-1	-3	2	1	-5	-4
CC(=O)N1N=C(c2ccncc2)OC12CCCCCC2	3	5	-1.4	2	-5	6	7	8	13
Cn1nccc1C(=O)Nc1ccc(Cl)cc1	6	4	0.4	3	-1	5	0	5	9
Cc1[nH]c2ccccc2c1C(=O)C(=O)N1c2ccccc2CC1C (stereo unspecified)	21	1	-0.5	4	5	3	-1	-5	1
CCOc1ccc2nc(NCCNC(=O)C(C)C)c(C)cc2c1	2	1	3.1	-6	4	48*	1	0	6
Cn1c(SCC(=O)c2ccc(F)cc2)nnc1-c1cccnc1	6	5	-1.2	4	-3	13	5	3	-4
CCCCN(CCCC)S(=O)(=O)c1ccc(NC(=O)c2cccs2)cc1	-49	-1	1.4	-25	-97	1	-53	-10	9
Cc1cccc(C)c1Nc1c(-c2ccccc2O)nc2ncccn12	4	4	0.0	0	3	-1	7	0	0
CCCCCCn1nc(C(=O)OCC(=O)NC2CCS(=O)(=O)C2)c2ccccc2c1=O (stereo unspecified)	-1	2	·	0	4	-1	2	3	-2
O=C(Cn1cnc2ccccc2c1=O)Nc1cccc(S(=O)(=O)N2CCCCC2)c1	-3	-9	1.3	0	5	3	0	-4	-4
CN1CCC(OC(c2ccccc2)c2ccccc2)CC1	10	2	1.1	-1	2	-1	9	-1	-3
CNC(=O)c1cc2c(s1)-c1ccccc1CC2	1	0	3.3	2	7	75*	-3	6	-3
Cc1noc(C)c1S(=O)(=O)N1CCN(c2ccccc2)CC1	3	0	0.9	5	4	1	4	-1	1
CCOC(=O)c1[nH]c2ccc(OCC)cc2c1NC(=O)CN1CCN(c2ccccn2)CC1	3	10	-2.3	-3	-4	14	2	0	10
CC1CCN(S(=O)(=O)c2cccc(C(=O)N(C)C3(C)CCS(=O)(=O)C3)c2)CC1 (stereo unspecified)	-2	2	-1.1	14	-6	4	-7	0	-1
O=C(O)CCc1nn2c3ccccc3n(Cc3ccccc3F)c2nc1=O	4	11	0.7	-3	-3	3	2	7	-9
CC(Oc1ccc(F)cc1F)C(=O)/C=C/N(C)C (stereo unspecified)	0	-1	-3.0	-2	-3	2	2	6	-7
O=C(c1cc2cc([N+](=O)[O-])ccc2oc1=O)N1CCN(c2ncccn2)CC1	-7	0	-12	-3	-9	7	-3	0	7
CCOc1ccc(Nc2nc3cc(S(=O)(=O)N(CC)CC)ccc3o2)cc1	16	7	1.4	4	22	35	10	-3	6
Cn1c(=O)c(C(=O)COC(=O)c2cc(C3CC3)nc3ccccc23)c(N)n(Cc2ccccc2)c1=O	-15	-13	·	·	-33	1	-25	-29	-17
CCOC(=O)c1[nH]c2c(c1C)C(=O)CC(c1ccc(N(C)C)cc1)C2 (stereo unspecified)	-2	3	2.4	-3	7	23	-1	7	3
CSc1ccccc1OCc1cc(C(=O)N[C@H]2CCCCNC2=O)no1	14	0	-3.7	4	4	8	-6	-5	3
COc1ccc(CC2(C)OC(c3ccc(C)cc3)=NN2C(C)=O)cc1 (stereo unspecified)	-3	8	-1.3	-2	4	-1	2	17	0
COc1ccc(C)cc1Nc1n[n+](-c2ccccc2)c(-c2c(OC)ccc3ccccc23)s1	14	-5	·	0	3	9	1	1	5
Cc1ccc(C(C)C)c(OCC(=O)Nc2cccc(S(=O)(=O)NC3=NCCCCC3)c2)c1	7	1	-1.4	-4	0	3	3	-1	0

An excerpt; the hit share may differ from the screen's.
